SUMO Mot1 rescue – SUMOylation pathway inhibition by Mot1-301 growth rescue; S. cerevisiae Mot1-301 growth rescue, ATP luminescence, 38.5C; percent above DMSO median, 100 means doubled; hit rate 1% among 320,000; growth rescue, % at 18.8 µM;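 active means every valid replicate shows activation above 250% relative to neutral control wells; inactive means the rest, any valid replicate at or below 250%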;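 further: OY570 slx delta 5 strain wells were the positive control but not used for scaling; some compounds called inactive have numbers as strong as hits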
SR-BI HDL uptake – inhibitors of mouse SR-BI mediated HDL lipid uptake. ldlA[mSR-BI] CHO cells, DiI-HDL uptake fluorescence, 3 h. hit rate 0.96% among 320,000. inhibition, % at 12.5 µM. Q61009. AID 488896;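 active means mean replicate inhibition of at least 70% and a set share of replicates each scoring 70 or more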;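 further: 0% = median of neutral control wells and 100% = median of positive control wells; values of inactives mirror those of a sister screen read the other way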
Target sequence (Q61009 whole entry, looked up): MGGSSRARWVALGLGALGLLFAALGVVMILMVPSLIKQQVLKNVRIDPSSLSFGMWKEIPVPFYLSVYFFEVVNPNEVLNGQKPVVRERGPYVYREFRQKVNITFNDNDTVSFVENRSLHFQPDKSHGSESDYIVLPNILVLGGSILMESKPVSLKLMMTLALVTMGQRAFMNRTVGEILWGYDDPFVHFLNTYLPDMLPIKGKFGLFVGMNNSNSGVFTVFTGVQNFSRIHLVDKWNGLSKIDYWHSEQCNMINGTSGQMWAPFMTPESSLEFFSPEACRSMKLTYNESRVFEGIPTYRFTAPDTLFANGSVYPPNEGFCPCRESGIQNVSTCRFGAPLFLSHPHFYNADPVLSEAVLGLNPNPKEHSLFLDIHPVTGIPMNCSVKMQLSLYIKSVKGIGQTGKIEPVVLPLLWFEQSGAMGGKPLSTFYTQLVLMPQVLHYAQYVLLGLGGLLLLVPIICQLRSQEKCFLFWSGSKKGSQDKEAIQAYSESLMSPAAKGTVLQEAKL
MITF TRPM1 HTS – activators of MITF-driven TRPM1 promoter activity in SK-MEL-5 cells; SK-MEL-5 TRPM1-promoter luciferase, 24 h; % of positive control, neutral wells = 0; activation, % at 12.5 µM; hit rate 0.75% among 300,000;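 active means mean activation of at least 80% with every replicate also reaching 80%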;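 further: 0% = neutral control wells and 100% = parthenolide positive control wells; values of inactives mirror those of a sister screen read the other way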
NSD2 inh – blocks human histone methyltransferase NSD2. O96028. NSD2 peptide methylation, AlphaScreen, 120 min. inhibition, % at 12.5 µM. hit rate 0.54% among 310,000; in the data active means inhibition above about 50%
dFosB activator – activators of mouse delta FosB homodimer; purified delta FosB, TAMRA-CDK5 oligo fluorescence polarization; percent of positive-control signal above neutral wells; P13346; hit rate 0.99% among 340,000; activation, % at 25 µM;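 active means mean activation above about 17%, with every replicate also reaching it, limit read from the data, passing the limit was not always enough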;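 further: fluorescence polarization rise as delta FosB binds a TAMRA Cdk5 AP-1 oligo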
Target sequence (P13346 whole entry, looked up): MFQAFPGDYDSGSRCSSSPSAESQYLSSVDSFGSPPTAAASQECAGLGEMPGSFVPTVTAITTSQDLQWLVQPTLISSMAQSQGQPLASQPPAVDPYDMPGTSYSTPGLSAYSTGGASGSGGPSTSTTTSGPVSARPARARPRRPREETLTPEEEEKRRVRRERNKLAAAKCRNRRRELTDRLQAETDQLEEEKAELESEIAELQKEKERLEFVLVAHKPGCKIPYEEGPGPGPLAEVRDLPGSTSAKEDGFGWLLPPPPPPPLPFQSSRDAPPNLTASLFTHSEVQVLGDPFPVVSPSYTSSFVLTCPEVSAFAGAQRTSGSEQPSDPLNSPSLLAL
Arr AP2 block – blocks beta-arrestin peptide binding to AP2 adaptin; FITC-arrestin peptide / GST-AP2 beads, flow cytometry; AP2 beta2 appendage carries R879A mutation; inhibition, % at 10 µM; hit rate 0.31% among 340,000; AID 504490;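 active means inhibition above a set limit, near 3 SD of compounds lacking own fluorescence, cut at about 54% in these data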;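 further: plate controls were DMSO wells for no effect and 5 µM unlabelled arrestin peptide for full effect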
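test system = AP2 appendage R879A on GSH beads | buffer or medium = PBS plus Tween 20 (0.05%) and BSA (0.1%) | incubation = 12 min plus 1 h, RT | detection = bead flow cytometry, FITC channel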
Pemphigus Ab inh – human desmoglein-3 autoantibody binding inhibition; P32926; DSG3-coupled beads, scFv-anti-DSG3-GFP binding, flow cytometry; active compounds read low; binding (percent of control), % at 10 µM; hit rate 0.48% among 310,000; AID 588358;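 active means binding more than 3 SD below its plate's average and above zero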;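 further: hits lower antibody fragment binding to DSG3; some compounds called inactive have numbers as strong as hits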
SR-BI uptake up – enhances SR-BI lipid uptake from DiI-HDL; CHO ldlA[mSR-BI] cells, DiI-HDL uptake fluorescence, 3 h; 100 = double the neutral-control signal; AID 504775; hit rate 0.096% among 320,000; activation, % at 12.5 µM;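 active means mean replicate activation of at least 60% and every replicate at or above 60%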;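 further: 0% = median plate neutral-control signal and 100% = twice that signal; values of inactives mirror those of a sister screen read the other way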
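Material – SR-BI-overexpressing, LDLR-lacking CHO cells · Medium – BSA-supplemented, HEPES-buffered Ham's F12, pH 7.4 · Doses – single concentration · Times – compound with DiI-HDL co-incubation, 3 h at 37 °C · Measured by – bottom-read fluorescence, 550/595 nm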
PKA-R1A act – PKA-R1A complex activation; P00514+P68181; PKA-R1A dissociation, Cy5-IP20 fluorescence polarization; scaled: DMSO 0%, 113 µM cGMP 100%; activation, % at 11.4 µM; hit rate 0.083% among 340,000;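 active means percent activation above the mean of all tested compounds plus 3 SD, cut at about 19% in these data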;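 further: higher means more PKAc released from R1A so a rise in polarization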
CDK5 inh – inhibitors of human CDK5/p35 kinase; inhibition, % at 10 µM; hit rate 0.01% among 330,000; Q00535+Q15078; Recombinant CDK5/p35, ADP-Glo luminescence, 60 min;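 active means highest replicate inhibition of at least 50% and at least 75% of replicates reaching 50%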;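 further: plate controls were DMSO neutral control for no effect and GW8510 at 10 µM for full effect; many of its hits are not listed in these tables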
PKA-R2B activ – activates the human PKA-R2B holoenzyme complex; hit rate 0.079% among 340,000; activation, % at 11.4 µM; P22694+P31323; PKA-R2B holoenzyme dissociation, Cy5-IP20 fluorescence polarization; R2B truncated from residue 108, S112A mutant; 0% DMSO only, 100% 113 µM cGMP; AID 504700;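 active means activation above a cutoff set at the mean over all compounds plus 3 SD, cut at about 18% in these data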;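 further: higher means more holoenzyme dissociation and a rise in polarization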
Numbers without * were called inactive; · = not tested or not shown.

mol | SUMO Mot1 rescue | SR-BI HDL uptake | MITF TRPM1 HTS | NSD2 inh | dFosB activator | Arr AP2 block | Pemphigus Ab inh | SR-BI uptake up | PKA-R1A act | CDK5 inh | PKA-R2B activ
CC(C)OC(=O)c1c(NC(=O)Cn2cnc([N+](=O)[O-])n2)sc2c1CCCC2 | -2 | 75* | -2 | 2 | 2 | 5 | · | · | 0 | -3.2 | 2
COc1ccc(C(CC(=O)c2ccccc2)CC(=O)c2ccccc2)cc1OC | -9 | -11 | 9 | -1 | -8 | 14 | 97 | 11 | -12 | -0.4 | -17
CC(=O)NC(c1cccs1)c1cc(F)c2cccnc2c1O (configuration not stated) | -15 | -27 | -41 | · | 1 | -7 | 102 | 27 | -5 | -0.1 | -2
COc1ccc(Cl)cc1N(CC(=O)NC(C)(C)C)S(=O)(=O)c1ccc(C)c([N+](=O)[O-])c1 | 55 | -9 | 9 | -2 | -12 | · | 107 | 9 | -13 | -6.3 | -12
Cc1cccc2c1cnn2C(=O)Nc1cc(F)ccc1F | 15 | 3 | 24 | -3 | -1 | -5 | 89 | -3 | -2 | 0.5 | 3
COc1cc(OC)cc(C(=O)NC(=S)Nc2nc(-c3cc4ccccc4o3)cs2)c1 | -21 | 28 | 21 | 2 | -2 | -14 | 86 | -28 | 1 | 0.8 | -5
COc1ccc(CCNC(=O)CSc2nc(=O)n3cccc(C)c3n2)cc1OC | -12 | 2 | -5 | · | 2 | 4 | 105 | -2 | 1 | 0.8 | 2
O=C(O)C(C(=O)/C=C/c1ccco1)=C1SCCS1 | 4 | -22 | 19 | 5 | -3 | 21 | 101 | 22 | -10 | -0.7 | -6
COc1ccc(C(=O)COC(=O)CN2C(=O)C3C4C=CC(C5CC45)C3C2=O)cc1 (configuration not stated) | -1 | -30 | 2 | · | -6 | 1 | 87 | 30 | -4 | 0.1 | -7
O=C(c1nc2ccccn2c1CNCCCn1nnc2ccccc21)N1CCOCC1 | -7 | 13 | 20 | 0 | -1 | -1 | 106 | -13 | -8 | -0.4 | 3
CCNC(=S)NNC(=O)c1cccn(Cc2ccc(Cl)cc2)c1=O | 194 | -10 | -6 | 4 | 0 | -24 | 103 | 10 | 0 | -4.5 | 1
C/C(CC(=O)NC1CCCCCC1)=N\NC(=O)c1cnccn1 | -3 | -12 | 0 | -5 | 7 | 17 | 102 | 12 | -13 | 2.5 | -5
COc1ccccc1OCCCn1c(=O)sc2ccccc21 | 130 | 33 | 52 | -4 | 0 | -12 | 108 | -33 | 2 | -1.7 | -8
O=C(NNS(=O)(=O)c1ccccc1)c1sccc1-n1cccc1 | · | -8 | 1 | · | -6 | 3 | · | · | -8 | -0.9 | -7
Cc1cc(C(=O)NC2CCN(Cc3ccccc3)CC2)n[nH]1 | -8 | 4 | -3 | -1 | -3 | 6 | 104 | -4 | 2 | -0.4 | 1
COC(=O)CCN(Cc1cc(OC)ccc1OC)S(=O)(=O)c1ccccc1Br | · | -26 | 1 | · | -8 | 23 | 103 | 26 | 0 | 2.0 | -4
COc1ccc(C(CNC(=O)CNC(=O)c2cccc(C)c2)N2CCOCC2)cc1 (configuration not stated) | 0 | -21 | 2 | 9 | -4 | -2 | 100 | 21 | -7 | 0.7 | -4
COc1cc(-c2noc(C)c2/C=C/c2ccc(C(=O)O)cc2)cc(OC)c1OC | -2 | -11 | -5 | · | -11 | 7 | 104 | 11 | -9 | 1.3 | -3
COc1cccc(C2/C(=C(\O)c3ccc4c(c3)OCCO4)C(=O)C(=O)N2CCCn2ccnc2)c1 (configuration not stated) | -3 | -7 | 5 | 1 | -3 | -8 | 99 | 7 | -6 | -1.0 | 2
COc1ccc(NC(=O)c2ccccc2C(=O)N2CCCCC2)cc1 | -13 | -29 | 16 | -1 | 9 | 9 | 95 | 29 | 15 | -0.1 | -4
CCS(=O)(=O)N1CCC(C(=O)Oc2ccc(Br)cc2)CC1 | -3 | -1 | 7 | 2 | -1 | 8 | 104 | 1 | -1 | 0.1 | -5
O=C(N[C@@H]1C[C@H]2CC[C@@H]1C2)c1ccco1 | -11 | -10 | · | 6 | 1 | 32 | 123 | 10 | -7 | 0.6 | -18
C/C(CC(=O)NC(C)C)=N\NC(=O)C(c1ccccc1)c1ccccc1 | 1 | -36 | -9 | -1 | -9 | 4 | 156 | 36 | -11 | 0.0 | -11
CCOC(=O)c1c(NC(=O)CCC(=O)N(CC)CC)sc2c1CC(C)(C)OC2 | 177 | -1 | 2 | 2 | 2 | -11 | 89 | 1 | 1 | 0.9 | -14
O=C1C2C(c3ccccc3)CC=CC2[C@H](c2ccc(C(F)(F)F)cc2)N1Cc1ccccc1 (some centres not stated) | 12 | -20 | 18 | · | -11 | 1 | 101 | 20 | -8 | -0.3 | 0
Cc1c(C(Nc2ccccn2)c2ccc(Cl)cc2)c(=O)n(-c2ccccc2)n1C (configuration not stated) | -7 | -10 | · | -1 | -2 | -8 | · | 10 | 0 | -1.2 | -16
O=C(NC1CC1)C1CCN(S(=O)(=O)c2cc([N+](=O)[O-])ccc2Cl)CC1 | -9 | -3 | -9 | 17 | -12 | -4 | · | 3 | -7 | -0.1 | -7
O=C(c1ccc(F)cc1)c1cn(Cc2ccc(F)cc2)c2cc3c(cc2c1=O)OCCO3 | 92 | 6 | · | · | -2 | -3 | 105 | -6 | -1 | -0.9 | -6
O=C(CN(C(=O)c1csnn1)c1ccc(Br)cc1)NC1CCCCC1 | 9 | -8 | 3 | 1 | -8 | -7 | 112 | 8 | -1 | -0.5 | 4
O=C(Nc1ccc(N=Nc2ccccc2)cc1)c1ccccc1Cl | 176 | 44 | 121* | -2 | -7 | 10 | 89 | -44 | 0 | 0.5 | 4
O=C(COC(=O)c1cc(S(=O)(=O)N2CCc3ccccc3C2)ccc1Cl)NCc1ccco1 | -16 | -5 | -1 | 8 | -14 | 24 | 96 | 5 | 6 | -0.6 | 4
Cc1nc(NC(C)(C)CO)c([N+](=O)[O-])cc1[N+](=O)[O-] | 286 | -19 | 2 | 1 | 7 | 4 | 98 | 19 | -11 | -2.6 | 10
Cc1ccc(NNC(=O)c2ccno2)c(C)c1 | -13 | 20 | · | 2 | 5 | 33 | 109 | -20 | -6 | 0.6 | -8
Cc1c(/C=N/NC(=O)c2cccnc2)cc(C#N)n1C | 3 | -11 | 0 | -5 | 2 | 3 | 97 | 11 | -7 | 0.0 | 1
CCOc1ccc(S(=O)(=O)Nc2cccc(C(=O)NCC(c3ccc(OC)cc3)N3CCOCC3)c2)cc1 (configuration not stated) | 6 | -21 | -3 | 0 | -8 | -8 | 102 | · | -10 | -2.6 | -2
O=C(COC(=O)c1ccc(NS(=O)(=O)c2ccc(F)c(F)c2)cc1)NCC1CCCO1 (configuration not stated) | -2 | -7 | 1 | -8 | -3 | -6 | 98 | 7 | -12 | 0.5 | -2

5 compounds picked at random from those above:
mol | SUMO Mot1 rescue | SR-BI HDL uptake | MITF TRPM1 HTS | NSD2 inh | dFosB activator | Arr AP2 block | Pemphigus Ab inh | SR-BI uptake up | PKA-R1A act | CDK5 inh | PKA-R2B activ
CCOc1ccc(S(=O)(=O)Nc2cccc(C(=O)NCC(c3ccc(OC)cc3)N3CCOCC3)c2)cc1 (configuration not stated) | 6 | -21 | -3 | 0 | -8 | -8 | 102 | · | -10 | -2.6 | -2
O=C(COC(=O)c1ccc(NS(=O)(=O)c2ccc(F)c(F)c2)cc1)NCC1CCCO1 (configuration not stated) | -2 | -7 | 1 | -8 | -3 | -6 | 98 | 7 | -12 | 0.5 | -2
O=C(CN(C(=O)c1csnn1)c1ccc(Br)cc1)NC1CCCCC1 | 9 | -8 | 3 | 1 | -8 | -7 | 112 | 8 | -1 | -0.5 | 4
Cc1ccc(NNC(=O)c2ccno2)c(C)c1 | -13 | 20 | · | 2 | 5 | 33 | 109 | -20 | -6 | 0.6 | -8
Cc1c(C(Nc2ccccn2)c2ccc(Cl)cc2)c(=O)n(-c2ccccc2)n1C (configuration not stated) | -7 | -10 | · | -1 | -2 | -8 | · | 10 | 0 | -1.2 | -16

Additional compounds
mol | SUMO Mot1 rescue | SR-BI HDL uptake | MITF TRPM1 HTS | NSD2 inh | dFosB activator | Arr AP2 block | Pemphigus Ab inh | SR-BI uptake up | PKA-R1A act | CDK5 inh | PKA-R2B activ
CC1CCCC(C)N1C(=O)COc1ccc(C(=O)Nc2ccccc2N2CCOCC2)cc1 (configuration not stated) | -12 | 82* | -6 | -4 | -6 | -12 | 113 | -82 | 1 | -1.2 | -2
COc1ccc(CNC(=O)N2CCN(c3ccccc3)CC2)cc1 | 252 | 4 | 14 | 37 | -2 | 2 | 95 | -4 | -2 | -0.3 | -12
CCOC(=O)c1cnc(-c2ccccc2)[nH]c1=O | 320* | -12 | -1 | -4 | -3 | 4 | 97 | 12 | 4 | 2.0 | -13
O=C(O)C1CCN(C(=O)CCN2C(=O)S/C(=C\c3ccccc3)C2=O)CC1 | 3 | 2 | -5 | · | -2 | -12 | 97 | -2 | -6 | -0.8 | -3
Cc1ccc(NC(=O)c2ccc(-n3cncn3)c([N+](=O)[O-])c2)cc1F | -5 | 39 | 13 | 6 | -5 | 11 | 97 | -39 | 3 | -1.4 | 6
O=C(O)C(Cc1ccccc1)NC(=O)C(c1ccccc1)c1ccccc1 (configuration not stated) | 101 | -9 | -2 | 1 | -2 | -4 | · | 9 | 3 | -5.6 | -1
C/C(=N\NC(=O)CCCNc1ccccc1)c1ccncc1 | 429 | -25 | -3 | -1 | 5 | 3 | 111 | 25 | -2 | -1.3 | 0

High-throughput results: PubChem BioAssay, several laboratories
